Assay outcomes from PubChem BioAssay.
SW480 rerep – inducers of DNA re-replication in SW480 colon cancer cells | SW480 DNA re-replication, Hoechst DNA content imaging, 48 h | hit rate 1.8% among 340,000 | Potency, µM (top dose mostly 46.1 µM), for inactives: top-dose re-replication activation, usual class: activators; also: potency is read from the fitted curve at half-maximal effect; % of control where 0% means no effect; nearly all actives have a fitted effect of over 55% in size
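Per well, 250 cells were exposed to pinned compound for 48 hr. Nuclear DNA was visualised with Hoechst (40 min, 37 C) and total object intensity recorded by fluorescence scanning.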
GLP1R ag – agonists of human GLP-1 receptor; P43220; HEK293 GLP-1R CRE-luciferase, luminescence, 4-6 h; cells express a hypersensitive GLP-1R form; Potency, µM (series often up to 45.6 µM), for inactives: top-dose activation, usual class: activators; hit rate 0.007% among 380,000; also: potency is read from the fitted curve at half-maximal effect; % of control where 0% means no effect
Target sequence (P43220 whole entry, looked up): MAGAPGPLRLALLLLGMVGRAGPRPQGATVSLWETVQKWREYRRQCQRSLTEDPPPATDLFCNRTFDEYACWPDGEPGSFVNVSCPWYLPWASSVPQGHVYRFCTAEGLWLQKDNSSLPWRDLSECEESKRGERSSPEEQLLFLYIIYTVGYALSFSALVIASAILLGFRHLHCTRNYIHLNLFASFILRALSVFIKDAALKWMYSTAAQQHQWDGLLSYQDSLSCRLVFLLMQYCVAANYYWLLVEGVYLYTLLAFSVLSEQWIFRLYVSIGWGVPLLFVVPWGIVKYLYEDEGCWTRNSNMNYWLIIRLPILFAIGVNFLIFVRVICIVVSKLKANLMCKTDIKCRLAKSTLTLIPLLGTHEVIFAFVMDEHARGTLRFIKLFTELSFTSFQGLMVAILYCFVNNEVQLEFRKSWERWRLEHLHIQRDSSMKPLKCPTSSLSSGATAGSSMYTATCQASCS
HT1080-NT tox – kills 2HG-producing HT-1080-NT fibrosarcoma cells. hit rate 1.6% among 360,000. HT-1080-NT fibrosarcoma viability, CellTiter-Glo ATP luminescence, 48 h. Potency, µM (doses to about 46.1 µM), without a hit: at the highest dose activity, negative = less viability, hits mostly cytotoxic;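 also: NT is the 2HG producing partner of a matched IDH1 knockdown line; potency is read from the fitted curve at half-maximal effect; 0% = DMSO-treated cells and -100% = media-only wells without cells; nearly all actives have a fitted effect of over 55% in size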
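HT-1080-NT; 750 cells/well; 5% FBS RPMI; 48 h compound, 37 degrees C; CellTiter-Glo luminescence; curve fitting and curve-class assignment.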
DRD3 antagonist – D3 dopamine receptor (human) antagonism | max response, negative = inhibition, % | D3R cells, DiscoveRx beta-arrestin luminescence, antagonist mode; active compounds read low | AID 652054 | hit rate 2.5% among 360,000; in the data active = max response below about -50%; inconclusive = no clear call, values can overlap the other calls; also: % is scaled to controls: 0 for no effect and ±100 for the full control effect; mostly tested at two doses, the higher about 12 µM
Target sequence (P35462 whole entry, looked up): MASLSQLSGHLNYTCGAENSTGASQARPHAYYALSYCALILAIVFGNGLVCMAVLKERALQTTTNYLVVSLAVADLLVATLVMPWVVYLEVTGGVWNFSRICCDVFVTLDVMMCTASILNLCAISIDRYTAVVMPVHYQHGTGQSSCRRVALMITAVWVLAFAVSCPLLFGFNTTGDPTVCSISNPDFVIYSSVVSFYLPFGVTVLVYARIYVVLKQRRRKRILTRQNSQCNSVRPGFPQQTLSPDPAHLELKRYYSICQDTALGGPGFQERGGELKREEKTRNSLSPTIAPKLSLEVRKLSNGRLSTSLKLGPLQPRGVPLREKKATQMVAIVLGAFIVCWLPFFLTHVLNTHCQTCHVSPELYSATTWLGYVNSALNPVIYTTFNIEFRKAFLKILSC
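Cells expressing the human receptor were seeded at 1500 cells/well, incubated overnight at 37 degrees C in 5% CO2, then exposed to library compounds with dopamine controls for 90 minutes at 37 degrees C before luminescent detection.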
HT1080 IDH1KD tx – toxicity to HT-1080 IDH1 knockdown cells (counter line). HT-1080 IDH1 knockdown viability, ATP luminescence, 48 h. Potency, µM (titrated, usually from 46.1 µM), inactives show top-dose activity, negative = toxicity, most hits filed as cytotoxic. hit rate 2% among 360,000. AID 686971;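 also: potency is read from the fitted curve at half-maximal effect; 0% = DMSO wells and -100% = cell-free medium wells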
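In this qHTS, HT-1080 cells depleted of IDH1 are exposed for 48 h at 37 °C to compound titrations. Toxicity is scored from CellTiter-Glo luminescence, with DMSO as full viability and medium alone as none.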
KB-3-1 tox – KB-3-1 parental cell cytotoxicity | KB-3-1 viability, CellTiter-Glo ATP luminescence, 72 h | Potency, µM (titrated, usually from 46.1 µM), for inactives: at the top dose activity change, negative = cytotoxic, actives largely listed as cytotoxic | hit rate 1.4% among 400,000; also: potency is read from the fitted curve at half-maximal effect; % is scaled to controls: 0 for no effect and ±100 for the full control effect; nearly all actives have a fitted effect of over 60% in size
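Using CellTiter-Glo luminescence, growth of non-resistant KB-3-1 adenocarcinoma cells is assessed 72 h after pin-tool compound addition at 37 °C. Normalized responses across the concentration series yield fitted curves.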
IL1B secr inh – inhibitors of inflammasome signaling (IL-1 beta secretion); THP-1 LPS/ATP IL-1B secretion, AlphaLISA, 16 h; active compounds read low; activity change, % at 57.5 µM; hit rate 4.7% among 360,000; in the data active = activity change below about -50%; inconclusive = mostly about -30% to -49%; also: % is scaled to controls: 0 for no effect and ±100 for the full control effect
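Secreted IL-1B measured by AlphaLISA bead assay after 16 h compound exposure of THP-1 cells; compounds (final up to 57.5 uM) added 1 h before LPS (250 ng/mL) and ATP (1.25 mM) stimulation; lower signal means less secretion.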
DRD3 agonist – activates the human D3 dopamine receptor; hit rate 0.58% among 410,000; max activation, %; D3R DiscoveRx beta-arrestin cells, luminescence, 90 min; in the data active = max activation above about 30%; also: 0% is about no effect; mostly tested at two doses, the higher about 12 µM
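Agonist mode: compounds and dopamine controls were applied to plated cells for 90 min at 37 degrees C after an overnight attachment at 1500 cells/well. Luminescent read-out followed 30 - 60 minutes at room temperature with DiscoveRx detection reagent.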
KB-V1 cytotox – KB-V1 MDR subline cytotoxicity; KB-V1 MDR cells viability, CellTiter-Glo, 72 h; Potency, µM (series often up to 46.1 µM), inactives show top-dose activity change, negative = cytotoxicity, usual class: cytotoxic; hit rate 3.4% among 400,000; also: potency is read from the fitted curve at half-maximal effect; % is scaled to controls: 0 for no effect and ±100 for the full control effect; nearly all actives have a fitted effect of over 60% in size
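KB-V1 MDR subline cells in DMEM (phenol-red free, 10% FBS) exposed to compounds in qHTS concentration series for 72 h at 37 degrees C. Viability read by CellTiter-Glo luminescence; concentration-effect curves fitted after normalization and correction.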
Starred values were filed as active, the others as inactive; ? = inconclusive; / = not tested or not shown; & = joins results of further samples; [ ] = remark or other dose. Unless noted, calls follow the shape of the dose curve; as a rule, active = well fitted curve in the direction sought with a large enough effect; inconclusive = small, poorly fitted or top-dose-only effect, or another doubt; inactive = no such curve, though single readings can be large; an effect the other way counts as inactive or inconclusive.

(1) CCc1nc2c(OCC3COc4ccccc4O3)cccn2c1N(C)C(=O)c1ccc(OC)cc1 (stereo not drawn)
(2) COc1ccccc1-c1nnc(Sc2nc([N+](=O)[O-])nn2C)o1
(3) CC(=O)Nc1cccc(C(=O)NC(C)c2ccc(-n3ccnc3)cc2)c1 (stereo not drawn)
(4) O=C1CC(=O)C(n2cncn2)C(c2cccc(Cl)c2)C1 (stereo not drawn)
(5) O=C(COC(=O)c1ccccc1O)NC12CC3CC(CC(C3)C1)C2
(6) COc1ccc(Cl)cc1NC(=O)CN(C)CC(=O)Nc1ccc2c(c1)OCO2
(7) CCOc1ccc(-n2c(SCC(=O)N3CCC(C)CC3)nc3c([nH]c4ccccc43)c2=O)cc1
(8) Cc1ccc(NC(=O)CSc2ccc(S(=O)(=O)N3CCCC3)cn2)cc1F
(9) CC(C)(C)c1ccc(NC(=O)CSc2nnc(-c3n[nH]c4ccccc34)o2)cc1
(10) COc1ccc(-c2cc(C(=O)NCc3ccco3)no2)cc1OC

compound no.,1,2,3,4,5,6,7,8,9,10
SW480 rerep,/,?,-10%,-2%,1%,-1%,/,2%,0%,0%
GLP1R ag,1%,-22%,10%,-10%,2%,0%,7%,-1%,-7%,?
HT1080-NT tox,23%,13µM*,0%,5%,1%,0%,/,-5%,?,-4%
DRD3 antagonist,2,-11,-9,21,10,-1,/,-3,6,0
HT1080 IDH1KD tx,22%,4µM*,-4%,3%,-3%,-1%,/,-2%,?,4%
KB-3-1 tox,0%,?,11%,7%,13%,6%,-4%,3%,-4%,19%
IL1B secr inh,-7,-100*,11,7,1,-9,/,39,-2,-4
DRD3 agonist,-8,8,-2,1,-4,-1,-7,1,1,2
KB-V1 cytotox,6%,?,20%,3%,3%,?,22%,?,?,-27%

(11) CC1(c2ccccc2Cl)NC(=O)N(CC(=O)Nc2ccc(N3CCCCC3)cc2)C1=O (stereo not drawn)
(12) CCOC(=O)C1=C(Nc2ccc(OC)cc2)OCC1=O
(13) O=C(C(O)c1ccccc1)N1CCN(S(=O)(=O)c2ccc(C(F)(F)F)cc2)CC1 (stereo not drawn)
(14) O=S(=O)(Nc1nc2c(s1)CCCC2)c1ccc2ccccc2c1
(15) CCN1CCN(c2ccc(S(=O)(=O)N3CCCCC3)cc2NC(=O)COc2ccc(Cl)cc2)CC1
(16) O=C(Nc1nnc(-c2ccccc2)s1)c1cccc(S(=O)(=O)N2CCOCC2)c1
(17) CCOC(=O)N1CCN(C(=O)Nc2ccc(NC(=O)N3CCN(C(=O)OCC)CC3)cc2)CC1
(18) Cc1cccc(C)c1OC(=O)CN(c1ccc(Cl)cc1)S(C)(=O)=O
(19) Cc1ccc(CN2CC(C(=O)Nc3nnc(SCc4c(Cl)cccc4Cl)s3)CC2=O)cc1 (stereo not drawn)
(20) Cc1csc(NC(=O)Nc2cccc(Cl)c2)n1

compound no.,11,12,13,14,15,16,17,18,19,20
SW480 rerep,?,-7%,/,-9%,?,1%,3%,-2%,-4%,1%
GLP1R ag,0%,0%,/,-1%,7%,-11%,4%,-3%,-3%,4%
HT1080-NT tox,1%,3%,10%,-1%,-5%,9%,11%,-9%,2%,-2%
DRD3 antagonist,-1,6,-1,44,-30,-14,-2,8,8,22
HT1080 IDH1KD tx,-10%,-10%,-1%,-21%,-2%,7%,11%,-13%,3%,-10%
KB-3-1 tox,5%,-2%,12%,-4%,-7%,10%,7%,?,-3%,0%
IL1B secr inh,-11,-3,-8,40,-26,11,-12,-3,8,5
DRD3 agonist,-1,7,8,3,-21,-3,3,-7,6,-2
KB-V1 cytotox,-27%,14%,?,-6%,-4%,-1%,12%,-13%,-4%,-9%

(21) CC(C)(C)OC(=O)N1O[C@H]2CC1[C@@H]1[C@@H]2N=NN1CCc1ccncc1
(22) COc1ccc(S(=O)(=O)N2CCOCC2)cc1Cl
(23) CCCc1cc(C(=O)N2CCN(C(c3ccccc3)c3ccccc3)CC2)no1
(24) CCOc1ccc(NC(=O)C(CC)n2nc(C)c3c(C)n(-c4ccccc4)nc3c2=O)cc1 (stereo not drawn)
(25) O=C(OCCOc1ccc(Br)cc1)c1ccc(Cl)c(S(=O)(=O)N2CCOCC2)c1
(26) O=C(CCc1ccc(S(=O)(=O)N2CCOCC2)cc1)Nc1ccc(N2CCOCC2)cc1
(27) CC(=O)N1CCN(c2ccc(NC(=O)c3cccc(Cl)c3)cc2)CC1
(28) CCCCOc1ccccc1NC(=O)c1scc2c1OCCO2
(29) Cc1ccc(N2CCN(C(=O)c3cn(C)c4ccc(S(=O)(=O)N(C)C)cc4c3=O)CC2C)cc1 (stereo not drawn)
(30) CCOc1ccc2nc(N/C(N)=N/S(C)(=O)=O)nc(C)c2c1

compound no.,21,22,23,24,25,26,27,28,29,30
SW480 rerep,?,2%,3%,-1%,-452%[inhibitor],-3%,4%,16%,/,13%
GLP1R ag,-5%,-3%,-2%,6%,20%,-3%,14%,17%,-1%,9%
HT1080-NT tox,5%,1%,-17%,4%,-12%,-1%,28%,-7%,/,6%
DRD3 antagonist,29,-17,5,3,-17,-3,3,15,/,20
HT1080 IDH1KD tx,1%,4%,-1%,0%,-11%,1%,19%,-9%,/,1%
KB-3-1 tox,0%,17%,-5%,-1%&-5%,0%,0%,18%,-11%,-10%,?
IL1B secr inh,28,6,0,?,7,0,-28,-12,/,?
DRD3 agonist,8,20,-1,7&-7,-7,2,4,3,-13,-1
KB-V1 cytotox,0%,2%,-2%,3%&-7%,0%,15%,11%,?,0%,4%

Retrieved by structure from above (two):
(29) Cc1ccc(N2CCN(C(=O)c3cn(C)c4ccc(S(=O)(=O)N(C)C)cc4c3=O)CC2C)cc1 (stereo not drawn)
(27) CC(=O)N1CCN(c2ccc(NC(=O)c3cccc(Cl)c3)cc2)CC1

compound no.,29,27
SW480 rerep,/,4%
GLP1R ag,-1%,14%
HT1080-NT tox,/,28%
DRD3 antagonist,/,3
HT1080 IDH1KD tx,/,19%
KB-3-1 tox,-10%,18%
IL1B secr inh,/,-28
DRD3 agonist,-13,4
KB-V1 cytotox,0%,11%

Next section:
(31) CCCCCN(C(=O)CCC(=O)OCC(=O)N1CCCCC1)c1c(N)n(CCCC)c(=O)[nH]c1=O
(32) O=C(NCCOc1ccccc1)C1CCC(=O)N(CCCN2CCOCC2)C1 (stereo not drawn)
(33) COc1cc2c(=O)[nH]c3cc([N+](=O)[O-])ccc3c2cc1[N+](=O)[O-]
(34) Cc1cccc(N2CC(O)(c3cccs3)[N+]3=C2CCCC3)c1 (stereo not drawn)
(35) O=C1NC(=O)c2cc([N+](=O)[O-])cc3cccc1c23
(36) COc1ccc(-c2cc(=O)c3ccc(O)cc3o2)cc1
(37) CCCNC(=O)C1(C)CCN(C(=O)c2ccc(OC)cc2OC)C1 (stereo not drawn)
(38) Cc1cc(OCC(=O)OCC(=O)NCC2CCCO2)ccc1Cl (stereo not drawn)
(39) Cc1ccc(SCc2c(C(=O)N/N=C/c3cccnc3)nnn2-c2nonc2N)cc1
(40) O=C(Nc1ccccn1)c1cccc(S(=O)(=O)N2CCOCC2)c1

compound no.,31,32,33,34,35,36,37,38,39,40
SW480 rerep,-8%,-2%,/,-5%,25%,7%,/,-8%,-17%,0%
GLP1R ag,-4%,-3%,4%,3%,0%,3%,4%,9%,4%,-1%
HT1080-NT tox,12%,8%,3%,2%,-13%,-15%,17%,9%,8%,-3%
DRD3 antagonist,9,12,25,4,?,13,-17,18,39,-25
HT1080 IDH1KD tx,0%,8%,2%,-2%,-30%,-16%,0%,5%,-1%,-5%[9.24 µM]
KB-3-1 tox,13%,-3%,3%,-15%,?,-4%,0%,3%,19%,12%
IL1B secr inh,-1,-10,5,-11,?,5,0,14,-9,0
DRD3 agonist,3,3,4,-10,-2,2,-3,2,8,-1
KB-V1 cytotox,3%,8%,-16%,4%,-17%,0%,2%,10%,-22%,-3%

(41) C/C=C1\COC(C(=O)NCc2ccccc2)(C(F)(F)F)C=C1C=C1CCCCC1 (stereo not drawn)
(42) COc1cccc(CNC(=O)CN(c2cc(C)cc(C)c2)S(=O)(=O)c2c(C)noc2C)c1
(43) COc1ccccc1NC(=O)CSC1=NC(=O)C(Cc2ccccc2)C(=O)N1 (stereo not drawn)
(44) N#Cc1ccccc1OCC(=O)N(C1CCCCC1)C1CCS(=O)(=O)C1 (stereo not drawn)
(45) Cc1ccc(-n2ncc(-c3n[nH]c(=S)o3)c2N)cc1C
(46) O=C(c1ccc(OC2CCN(CCc3ccccc3)CC2)cc1)N1CCCC1
(47) CCOC(=O)NC(Nc1ccc(S(N)(=O)=O)cc1)(C(=O)OCC)C(F)(F)F (stereo not drawn)

compound no.,41,42,43,44,45,46,47
SW480 rerep,1%,6%,-14%,-5%,/,6%,-2%
GLP1R ag,-6%,0%,0%,-12%,-6%,11%,-3%
HT1080-NT tox,-3%,-3%,12%,-12%,-3%,-2%,-5%
DRD3 antagonist,-6,0,-4,-1,-23,-3,-14
HT1080 IDH1KD tx,-21%,-2%,0%,-1%,4%,-6%,1%
KB-3-1 tox,13%,-2%,0%,0%,4%,-12%,0%
IL1B secr inh,-3,-10,7,5,23,-9,-14
DRD3 agonist,11,5,-4,-9,-1,-27,0
KB-V1 cytotox,-42%,18%,0%,-23%,-20%,-19%,25%

Profiles, quoted from the list.
`CCOC(=O)NC(Nc1ccc(S(N)(=O)=O)cc1)(C(=O)OCC)C(F)(F)F` (stereo not drawn) reads SW480 rerep = -2%; GLP1R ag = -3%; HT1080-NT tox = -5%; DRD3 antagonist = -14; HT1080 IDH1KD tx = 1%; KB-3-1 tox = 0%; IL1B secr inh = -14; DRD3 agonist = 0; KB-V1 cytotox = 25%
`COc1cccc(CNC(=O)CN(c2cc(C)cc(C)c2)S(=O)(=O)c2c(C)noc2C)c1` reads SW480 rerep = 6%; GLP1R ag = 0%; HT1080-NT tox = -3%; DRD3 antagonist = 0; HT1080 IDH1KD tx = -2%; KB-3-1 tox = -2%; IL1B secr inh = -10; DRD3 agonist = 5; KB-V1 cytotox = 18%
